Bioassay records deposited in PubChem by The Scripps Research Institute Molecular Screening Center.
ZTA DNA inh: ZTA (EBV) inhibition in EBNA-1 counter-screen; P03206; ZTA-DNA binding, fluorescence polarization; inhibition, % at 11 µM; actives 0.15% (n = 320,000); in the data active means inhibition above about 33%
Target sequence (P03206 whole entry, looked up): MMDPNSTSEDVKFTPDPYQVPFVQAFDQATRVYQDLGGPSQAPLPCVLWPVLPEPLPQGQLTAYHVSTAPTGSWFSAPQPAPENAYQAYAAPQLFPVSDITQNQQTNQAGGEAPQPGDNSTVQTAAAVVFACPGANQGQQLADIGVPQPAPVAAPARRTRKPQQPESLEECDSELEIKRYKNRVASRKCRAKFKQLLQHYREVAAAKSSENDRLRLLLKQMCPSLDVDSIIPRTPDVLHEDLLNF
PAFAH1B2 FP inh: blocks human PAF acetylhydrolase 1b catalytic subunit 2. P68402. recombinant PAFAH1B2, FP-rhodamine activity probe, fluorescence polarization. inhibition, % at 3.39 µM. actives 1.2% (n = 340,000);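 active means inhibition above the mean of all tested compounds plus 3 SD, cut at about 24% in these data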;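 further: 0% = enzyme with DMSO and 100% = wells lacking PAFAH1B2; many of its hits are not listed in these tables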
Target sequence (P68402 whole entry, looked up): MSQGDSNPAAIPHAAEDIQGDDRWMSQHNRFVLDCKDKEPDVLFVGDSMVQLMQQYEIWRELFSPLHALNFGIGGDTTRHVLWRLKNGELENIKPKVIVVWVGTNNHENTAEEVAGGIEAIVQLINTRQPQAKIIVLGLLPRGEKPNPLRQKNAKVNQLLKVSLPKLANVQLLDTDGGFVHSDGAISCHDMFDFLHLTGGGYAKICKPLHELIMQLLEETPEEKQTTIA
PAFAH1B3 inh: inhibitors of human PAFAH1B3 | Q15102 | actives 0.28% (n = 340,000) | recombinant PAFAH1B3, FP-rhodamine probe, fluorescence polarization | inhibition, % at 3.39 µM | AID 492972;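 active means inhibition above the screen-wide average of all tested compounds plus 3 SD, cut at about 25% in these data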;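 further: 0% = enzyme with DMSO only and 100% = wells lacking PAFAH1B3 protein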
Target sequence (Q15102 whole entry, looked up): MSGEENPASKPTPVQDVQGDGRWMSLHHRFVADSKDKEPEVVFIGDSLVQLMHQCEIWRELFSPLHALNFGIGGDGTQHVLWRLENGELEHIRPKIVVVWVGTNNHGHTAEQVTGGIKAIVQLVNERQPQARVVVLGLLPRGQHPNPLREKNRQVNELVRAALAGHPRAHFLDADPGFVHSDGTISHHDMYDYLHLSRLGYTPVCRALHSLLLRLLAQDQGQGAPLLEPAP
LYPLA1 counter: LYPLA1 (human) inhibition in PME1 counter-screen. actives 0.16% (n = 320,000). O75608. inhibition, % at 5.9 µM. recombinant LYPLA1, FP-Rh probe fluorescence polarization;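 active means inhibition above the mean of all tested compounds plus 3 SD, set per campaign, cut at about 14% in these data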;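 further: inhibitors block serine hydrolase probe labeling of LYPLA1 so polarization falls; 0% = enzyme with DMSO and 100% = wells lacking LYPLA1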
PAFAH2 inh: PAFAH2 (human) inhibition | Q99487 | recombinant PAFAH2, FP-rhodamine activity probe, fluorescence polarization | inhibition, % at 3.39 µM | actives 0.99% (n = 340,000);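 active means inhibition above the mean over all tested compounds plus 3 SD, cut at about 30% in these data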;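 further: inhibitors block probe labeling of enzyme so polarization drops; 0% = enzyme with DMSO and 100% = wells lacking PAFAH2 protein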
PREPL inh: human PREPL enzyme inhibition; recombinant PREPL, fluorescence polarization activity-based probe; Q4J6C6; AID 2751; actives 0.68% (n = 320,000); inhibition, % at 5.96 µM; in the data active means inhibition above about 43%;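 further: 0% = enzyme with DMSO and 100% = wells lacking enzyme; many of its hits are not listed in these tables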
EBNA-1 inhibitor: blocks EBNA-1 binding to DNA. EBNA-1 DNA binding, fluorescence polarization. inhibition, % at 14.8 µM. actives 0.34% (n = 300,000); in the data active means inhibition above about 28%
pPAFAH inh: pPAFAH (human) enzyme inhibition. Q13093. recombinant pPAFAH, FP-rhodamine probe fluorescence polarization. inhibition, % at 3.39 µM. actives 1.5% (n = 330,000);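 active means inhibition above the mean inhibition across the screen plus 3 SD, cut at about 25% in these data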;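 further: inhibitors block binding of the rhodamine activity-based probe so polarization drops; 0% = enzyme with DMSO and 100% = wells lacking pPAFAH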
LYPLA2 counter: LYPLA2 (human) inhibition in PME1 counter-screen; O95372; recombinant LYPLA2, FP-Rh probe fluorescence polarization; inhibition, % at 5.9 µM; actives 0.38% (n = 320,000); AID 2177;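 active means inhibition above the screen-wide mean plus 3 SD, limit set per campaign, cut at about 26% in these data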;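 further: 0% = LYPLA2 with DMSO and 100% = wells lacking LYPLA2 enzyme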
Target sequence (O95372 whole entry, looked up): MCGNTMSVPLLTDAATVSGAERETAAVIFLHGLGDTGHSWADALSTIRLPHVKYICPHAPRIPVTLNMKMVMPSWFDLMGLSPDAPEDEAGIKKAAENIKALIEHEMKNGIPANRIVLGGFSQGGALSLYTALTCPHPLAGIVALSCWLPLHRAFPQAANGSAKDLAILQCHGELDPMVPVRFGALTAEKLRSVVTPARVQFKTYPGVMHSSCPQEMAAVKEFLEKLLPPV
* hit, by the source's call; nt = no result given.

SMILES	ZTA DNA inh	PAFAH1B2 FP inh	PAFAH1B3 inh	LYPLA1 counter	PAFAH2 inh	PREPL inh	EBNA-1 inhibitor	pPAFAH inh	LYPLA2 counter
CC(=O)N1CCCN(C(=O)c2ccc3nc(Cc4ccccc4F)oc3c2)CC1	5	4	-2	-2	5	2	4	5	1
S=c1nc(-c2ccccc2)[nH]n1-c1ccccc1	-3	4	10	-4	-5	5	4	2	-2
Cc1nc2ccccc2c2oc(C(=O)NCCN3CCN(C)CC3)cc12	-13	6	6	1	6	-3	1	4	1
CCOC(=O)CSc1nnc([C@@H](NC(=O)OC(C)(C)C)C(C)C)o1	12	2	0	0	7	3	7	-3	-3
Cc1ccccc1NC(=O)C1CCCN(C(=O)Nc2ccc(F)cc2)C1 (stereo unspecified)	1	0	8	2	0	-3	-4	5	-5
O=c1[nH]cc(C(F)(F)F)cc1NS(=O)(=O)c1ccc([N+](=O)[O-])cc1	-2	7	4	0	-4	15	7	3	-2
CCOC(=O)C1(Cc2ccc(OC)cc2)CCN(C(=O)c2ccc3[nH]ccc3c2)CC1	-4	2	2	12	2	20	6	3	5
CCCCCC(=O)Nc1nc(C)c(-c2csc(Nc3ccccc3OCC)n2)s1	6	6	12	-8	-9	4	-1	10	-15
CCCC(=O)Nc1sc(C(=O)OC)c(C)c1C(N)=O	10	-6	-3	1	5	2	4	1	-3
CCOC(=O)N1CCC(NC(=O)C2CCN(c3ccc(N4CCOCC4)nn3)CC2)CC1	-20	0	-3	2	-4	2	4	0	-2
CCCCCN(C(=O)CCC(=O)OCCOc1ccccc1Cl)c1c(N)n(CCCC)c(=O)[nH]c1=O	9	8	-3	0	-10	6	7	3	1
O=[N+]([O-])c1cc([N+](=O)[O-])c2cccnc2c1O	5	nt	nt	-1	nt	-10	-11	4	-8
CCN1C(=O)C(=O)N(CC(=O)c2cc(C)n(C3CC3)c2C)C1=O	-8	5	0	4	-2	0	nt	1	9
COc1ccc(-c2nnc(SCC(=O)NC(C)C)n2CC2CCCO2)cc1OC (stereo unspecified)	19	-2	6	0	6	-1	8	5	-4
COc1c(N2CCN(C(=S)NC3CC4CCC3C4)C(C)C2)c(F)cc2c(=O)c(C(=O)O)cn(C3CC3)c12 (stereo unspecified)	5	0	-1	2	3	12	-2	3	2

One compound at a time, as listed above. Values in the order: ZTA DNA inh, PAFAH1B2 FP inh, PAFAH1B3 inh, LYPLA1 counter, PAFAH2 inh, PREPL inh, EBNA-1 inhibitor, pPAFAH inh, LYPLA2 counter
CCCCCN(C(=O)CCC(=O)OCCOc1ccccc1Cl)c1c(N)n(CCCC)c(=O)[nH]c1=O in the list: 9, 8, -3, 0, -10, 6, 7, 3, 1
CCCCCC(=O)Nc1nc(C)c(-c2csc(Nc3ccccc3OCC)n2)s1 in the list: 6, 6, 12, -8, -9, 4, -1, 10, -15
Cc1nc2ccccc2c2oc(C(=O)NCCN3CCN(C)CC3)cc12 in the list: -13, 6, 6, 1, 6, -3, 1, 4, 1

Returning to the listing; the two compounds before the break are reprinted first.
SMILES	ZTA DNA inh	PAFAH1B2 FP inh	PAFAH1B3 inh	LYPLA1 counter	PAFAH2 inh	PREPL inh	EBNA-1 inhibitor	pPAFAH inh	LYPLA2 counter
COc1ccc(-c2nnc(SCC(=O)NC(C)C)n2CC2CCCO2)cc1OC (stereo unspecified)	19	-2	6	0	6	-1	8	5	-4
COc1c(N2CCN(C(=S)NC3CC4CCC3C4)C(C)C2)c(F)cc2c(=O)c(C(=O)O)cn(C3CC3)c12 (stereo unspecified)	5	0	-1	2	3	12	-2	3	2
CCN(c1ccccc1)S(=O)(=O)c1ccc(Oc2ccc(-n3ccnc3)cc2)nc1	-24	8	2	1	3	0	4	5	3
CN(C)c1ccc(C(=O)c2ccccc2C(=O)O)cc1[N+](=O)[O-]	3	4	10	-3	11	2	-2	-4	1
Cc1ccc(NC(=O)CCc2c(C)nn(-c3ccc(N4CCOCC4)nn3)c2C)cc1C	8	3	8	-2	3	20	0	3	-1
COc1cccc(/C=N/NC(=O)Cn2nc([N+](=O)[O-])cc2C)c1	5	3	16	2	5	20	-9	2	3
COc1ccccc1C(=O)Nc1c2c(nn1-c1ccc([N+](=O)[O-])cc1)CS(=O)(=O)C2	-7	2	10	1	-1	8	-7	3	3
COc1cccc(OCc2nc(-c3ccc(Br)o3)no2)c1	-12	-5	-4	-3	-2	-6	7	-4	-4
Cc1cccc(C)c1NC(=O)CN(C)C(=O)c1ccc(-n2cncn2)c([N+](=O)[O-])c1	2	-5	-3	3	7	9	-1	-5	2
COc1ccc(OC)c(-c2nc(C)sc2CC(=O)O)c1	5	6	15	-2	-3	-3	9	3	4
O=C(c1sc2ccccc2c1Cl)N1CCN(c2ccccn2)CC1	-1	0	1	3	7	9	-5	5	6
CCNc1nc(NCC)n2c(SCC(=O)NCC3CCCCC3)nnc2n1	-5	0	9	0	-6	2	1	-2	-3
CC1CN(C(=O)Nc2ccc(Br)cc2Cl)CC(C)O1 (stereo unspecified)	-4	5	6	0	0	3	-1	-1	6
COc1ccccc1NS(=O)(=O)c1cccc(C(=O)NCC(c2ccccc2OC)N2CCCC2)c1 (stereo unspecified)	3	1	5	-6	4	15	-18	3	-4
COCCNC(=O)COC(=O)/C=C/c1cnc2ccccc2n1	-9	-2	-6	-6	-5	11	-3	4	-3
Cn1c(CO)cnc1SCc1ccc([N+](=O)[O-])cc1	-2	0	3	0	-4	8	-4	-2	-5
CC1(C)CC(NC(=O)c2cc(Cl)ccc2Cl)CC(C)(C)N1	-20	-1	1	-2	2	2	-13	3	-2
Cc1ccnc(NS(=O)(=O)c2cc(-c3cc(C)no3)ccc2C(C)C)c1	1	2	0	-3	0	12	1	2	-3
O=C1c2cccnc2C(=O)N1Cc1ccc(S(=O)(=O)N2CCN(c3ccc(Cl)cc3)CC2)cc1	-15	6	6	-2	-1	-45	-18	-6	3
Cc1ccc(C)c(OCCN2C(=O)NC3(CCc4ccccc4C3)C2=O)c1 (stereo unspecified)	-1	1	8	-1	-3	-5	7	3	-8
O=C(CCCc1nc2ccccc2s1)NCc1ccccc1	6	-1	5	-1	1	-42	6	4	-8
COc1ccc(OCCCC(=O)N2CCCc3ccccc32)cc1	12	4	5	2	8	1	-5	3	-1
COc1ccc(CCNc2oc(COc3ccc(F)cc3)nc2C#N)cc1	17	13	11	-5	-1	-18	15	2	-5
O=[N+]([O-])c1ccccc1-c1nc(-c2ccc(Br)o2)no1	-7	1	3	0	14	9	2	12	32*
O=C(O)c1ccc(Cl)c2c1C1C=CCC1C(c1ccccn1)N2 (stereo unspecified)	31	nt	nt	2	nt	3	13	58*	3
CCN(CC(=O)Nc1ccc(OC)cc1)C(=O)CSCC(=O)Nc1cc(C)on1	-8	1	2	-1	-3	12	nt	2	9
COc1ccc(C(=O)NCCc2nnc3ccc(SCC(=O)NCc4ccc(F)cc4)nn23)cc1	1	-3	-4	-4	1	7	8	1	1
CCOC(=O)Cc1csc(NC(=O)c2ccc(Cl)s2)n1	-10	6	6	-6	-2	1	-20	-2	1
CCN1C(C#N)=C(C#N)N=C(C)CC1(C)C	2	3	7	3	0	-3	-3	3	3
CCOC(=O)CCCCCC(=O)Nc1ccc2c(c1)C(=O)N([C@H](C)CO)C[C@H](C)[C@@H](CN(C)C(=O)Nc1ccc(OC)cc1)O2	nt	6	14	nt	-14	19	nt	-4	nt
COCc1cc(C)nc2sc(C(=O)Nc3ccccc3C)c(N)c12	-12	4	7	0	1	-11	-5	13	3
CCOc1ccc(NC(=O)c2ccc(CN3CCc4ccccc4C3)cc2)cc1	-2	2	0	0	1	14	1	7	3
CC(OC(=O)c1nc(-c2ccccc2)n(-c2ccccc2)n1)C(=O)Nc1cc(Cl)cc(Cl)c1 (stereo unspecified)	-7	-14	-17	-20	-12	-6	2	-7	-45
COc1ccc(/C=N\NC(=O)CNC(=O)C2COc3ccccc3O2)cc1[N+](=O)[O-] (stereo unspecified)	1	3	2	2	2	3	-8	-3	1
Cc1c(C(=O)N(Cc2ccc(F)cc2)C2CCS(=O)(=O)C2)oc2ccccc12 (stereo unspecified)	6	0	5	1	3	8	7	4	5
COc1ccc(OCc2cccc(C(=O)N3CCCC3)c2)cc1	-3	3	7	-3	7	10	-1	-2	-2
CCOc1ccccc1NC(=O)c1ccc(NC(=O)C2CCCO2)cc1 (stereo unspecified)	-10	-2	1	-4	0	0	-8	3	1
Nc1n[nH]c(-c2ccccc2)c1-c1ccccc1	-5	9	3	1	-2	10	14	4	0
COCCNc1nnc(Cc2ccc(OC)c(OC)c2)c(=O)[nH]1	3	2	1	-2	-2	6	-22	0	-1
Cc1ccc(Cn2c(C)c3cnn(CC(=O)NCc4ccccn4)c(=O)c3c2C)cc1	0	1	1	7	0	11	1	2	4
O=C(/C=C/c1ccc(S(=O)(=O)N2CCOCC2)cc1)N1CCN(c2ccccc2)CC1	10	5	1	0	1	1	4	3	-6
Cc1ccc(C(=O)NCC(=O)OCC(=O)NCCNC(=O)COC(=O)CNC(=O)c2ccc(C)cc2)cc1	-9	3	9	2	-4	10	3	0	4
COc1ccc2c(C)cc(SCC(=O)N3CCOCC3)nc2c1	-16	1	3	2	-4	18	-1	3	-2
COc1ccc(/C=N/OCC(=O)N(Cc2ccccc2)c2ccccc2C(=O)O)cc1	-8	1	2	-1	6	12	10	-1	0
CCC(=O)NC(=S)Nc1cccc(NC(=O)c2ccccc2)c1	1	4	3	-2	-4	-5	0	-3	-4
Nc1cc(-c2ccc(Cl)cc2)nn1-c1ccccc1	2	-2	6	2	-6	7	-1	8	7
CC(=O)Nc1ccc(S(=O)(=O)NCC(=O)NCCc2ccc(S(N)(=O)=O)cc2)cc1	-11	5	3	-3	-4	-9	-16	-4	-6
O=c1cnnc(Nc2ccccc2)[nH]1	16	5	14	1	7	0	-1	0	-3
COc1ccc(CCNC(=O)c2cccc3c2C(=O)N(C2CCCCC2)C3)cc1OC	-5	0	-1	-2	-16	16	5	5	0
Cc1cccc(OC(C)C(=O)N/N=C\c2ccncc2)c1 (stereo unspecified)	8	4	-2	0	6	-3	-8	4	-3
CCOC(=O)c1c(NC(=O)C2CCN(S(=O)(=O)c3ccc(Cl)cc3)CC2)sc2c1CCCC2	16	1	-6	-3	0	2	-5	3	3
CCOc1ccc(CNc2nnnn2C)cc1OC	-10	7	8	4	7	2	0	1	3
CC(C)N(C(=NCc1ccccc1)NC(=O)c1ccccc1)C(C)C	3	4	3	-1	4	0	19	3	8
O=C(CSc1ccccn1)Nc1nc2ccc(Br)cc2s1	-4	3	6	-9	1	-18	-7	4	-10
Cc1ccc(C(=O)NNC(=S)NC(=O)c2ccco2)cc1	-11	3	4	-2	11	-8	-8	-3	-5
COc1ccc(NC(=O)CSc2nc3ccccc3c(=O)n2-c2ccc3c(c2)OCO3)c(OC)c1	-6	9	3	0	2	11	5	-1	14
O=C(CCCN1C(=O)/C(=C\c2ccccc2)SC1=S)Nc1cccc(C(=O)O)c1	19	0	4	14	4	-6	19	4	22
COC(=O)CSc1nnc2cc(C)c3ccccc3n12	5	3	-1	-2	0	-4	-9	2	8
CN(C(=O)COC(=O)/C=C/c1ccc(S(=O)(=O)N2CCc3ccccc32)cc1)C1CCS(=O)(=O)C1 (stereo unspecified)	-23	nt	nt	1	nt	13	9	3	6
CCCCCc1nnc(NC(=O)C2COc3ccccc3O2)s1 (stereo unspecified)	3	2	2	2	-1	5	-6	8	5
COc1cccc(NC(=O)CN(C)C(=O)CCNS(=O)(=O)c2ccc(C)cc2)c1	7	-1	0	-1	0	3	nt	0	4
COc1ccc(C)cc1NC(=O)c1ccc2c(O)c(S(=O)(=O)c3ccccc3)c(=O)[nH]c2c1	7	4	6	-1	5	0	-5	0	-1
Cn1c(=O)c2c(nc(SCC(=O)Nc3ccccc3)n2C)n(C)c1=O	-23	10	7	6	0	12	-12	-5	11
CC(=O)N1CCN(S(=O)(=O)c2ccc(S(=O)(=O)NCC(C)C)cc2)CC1	16	0	14	0	-4	-4	8	12	4

These rows are one share of the data; count on the stated rates, not on these rows.
